CRFR2-BP antag = antagonists of CRF-binding protein/CRF-R2 receptor complex | HEK293 CRF-R2/CRF-BP, CRF-induced calcium fluorescence | inhibition, % at 11.8 µM | actives 0.59% (n = 350,000);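 active means inhibition of the ligand-induced calcium signal above about 50% at the single tested concentration, limit read from the data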
M4 PAM = potentiates acetylcholine response at human M4 receptor; P08173; CHO-K1 hM4/Gqi5, Fluo-8 calcium fluorescence, ACh EC20; 0% = ACh EC20, 100% = maximal ACh; activation, % at 3 µM; actives 0.4% (n = 360,000); AID 624126;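 active means activation above its plate's cutoff, the mean activation of sample wells plus 3 SD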; further: some results filed as inactive read as strong as hits
Target sequence (P08173 whole entry, looked up): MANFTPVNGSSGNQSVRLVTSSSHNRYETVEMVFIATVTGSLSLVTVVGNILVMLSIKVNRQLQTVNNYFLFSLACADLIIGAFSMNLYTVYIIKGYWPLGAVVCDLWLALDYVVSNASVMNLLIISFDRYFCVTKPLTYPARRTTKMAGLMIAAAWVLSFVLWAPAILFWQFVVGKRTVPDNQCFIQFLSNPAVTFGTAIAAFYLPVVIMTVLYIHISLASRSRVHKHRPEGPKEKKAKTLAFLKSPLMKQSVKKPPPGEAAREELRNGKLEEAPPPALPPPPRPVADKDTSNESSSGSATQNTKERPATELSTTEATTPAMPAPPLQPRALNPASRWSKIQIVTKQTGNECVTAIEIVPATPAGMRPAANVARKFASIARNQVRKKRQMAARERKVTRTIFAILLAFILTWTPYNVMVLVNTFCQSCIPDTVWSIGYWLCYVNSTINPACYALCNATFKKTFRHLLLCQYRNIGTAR
CRFR2-BP ag = agonists of human CRF-binding protein/CRF-R2 receptor complex; HEK293 CRF-R2/CRF-BP, calcium dye fluorescence (FLIPR); percent of saturating CRF peptide response; activation, % at 13.2 µM; actives 0.46% (n = 350,000);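 active means activation of at least 50%, plus an integration ratio under a set limit after plate pattern correction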;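 further: plate controls were neutral control wells without compound for no effect and CRF at EC100 for full effect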
IDE inh = inhibits human insulin-degrading enzyme in HEK cells | FAbetaB cleavage, fluorescence polarization | inhibition, % at 5.59 µM | P14735 | actives 0.41% (n = 320,000);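 active means percent inhibition above the average of all tested compounds plus 3 SD, set per screening campaign, cut at about 16% in these data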;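 further: IDE supplied by intact live HEK cells; FP after avidin binding of uncleaved biotin substrate so inhibition keeps polarization high; 0% = DMSO wells and 100% = 60 µM reference IDE inhibitor Ii1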
p-CIP stab down = p/CIP protein destabilization; Q05BA5; F442A p/CIP-EGFP cells, EGFP fluorescence, 16 h; decrease of EGFP signal, % at 10 µM; actives 0.01% (n = 290,000); AID 1984;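 active means EGFP signal decrease of at least 30% at 10 µM or well 3 SD below plate mean, unless failing retest; inactive means the rest, including hits failing retest or dose response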; further: some compounds called inactive have numbers as strong as hits; many of its hits are not listed in these tables
GalR3 antag = blocks the human galanin receptor 3; O60755; HEK293 GalR3-CNG cAMP membrane potential fluorescence; galR3 body fused to GalR1 C-terminus; inhibition, % at 3 µM; actives 0.44% (n = 360,000); AID 651719;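 active means inhibition above the screen-wide average plus 3 SD, cut at about 13% in these data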;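 further: forskolin and galanin both at EC90 stimulate the cells; cAMP rise reported by CNG channel membrane potential dye signal; 0% = forskolin plus galanin with DMSO and 100% = forskolin alone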
Target sequence (O60755 1-299 limits assumed): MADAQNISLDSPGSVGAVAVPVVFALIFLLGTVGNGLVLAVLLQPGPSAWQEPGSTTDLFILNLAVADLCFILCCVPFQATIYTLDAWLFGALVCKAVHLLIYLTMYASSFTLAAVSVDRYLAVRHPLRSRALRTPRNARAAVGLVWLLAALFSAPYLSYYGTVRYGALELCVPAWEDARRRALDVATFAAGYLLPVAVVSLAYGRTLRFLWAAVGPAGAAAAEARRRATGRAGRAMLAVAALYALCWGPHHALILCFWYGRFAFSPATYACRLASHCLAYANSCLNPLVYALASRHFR
IDE act = IDE (human) activation, cell-based. actives 0.073% (n = 340,000). AID 493087. HEK cells, FAbeta-B cleavage, fluorescence polarization; 0% vehicle, 100% cell-free pure enzyme wells. activation, % at 5.96 µM. P14735;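 active means activation above the mean of all tested compounds plus 3 SD, set per screening campaign, cut at about 17% in these data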
PHOSPHO1 block = blocks human PHOSPHO1 phosphatase activity; actives 1.1% (n = 290,000); inhibition, % at 13.3 µM; AID 1565; recombinant PHOSPHO1, absorbance phosphatase assay; in the data active means inhibition above about 60%
Target sequence (Q8TCT1 whole entry, looked up): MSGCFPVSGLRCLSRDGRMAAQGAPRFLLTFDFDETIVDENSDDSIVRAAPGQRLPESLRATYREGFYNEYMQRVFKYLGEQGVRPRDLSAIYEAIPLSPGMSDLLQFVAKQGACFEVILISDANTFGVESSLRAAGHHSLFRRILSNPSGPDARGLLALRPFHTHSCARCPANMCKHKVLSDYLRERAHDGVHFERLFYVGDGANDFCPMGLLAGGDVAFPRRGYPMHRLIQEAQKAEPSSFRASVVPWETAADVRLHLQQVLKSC
MEKK3 PB1 HTS = modulators (inhibitors or enhancers) of MEK5 binding to human MEKK3 PB1 domain; bead-based flow cytometry, Alexa488-MEK5 binding to MEKK3; actives lie on both sides; 0 = blocked by unlabeled MEK5, 100 = vehicle; Q99759; actives 1.4% (n = 290,000); binding response (% of control), % at 10 µM;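 active means binding response more than 3 SD above or below the average of its plate-row segment, actives on both sides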;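 further: Alexa488 bead fluorescence after subtracting the streptavidin-only scavenger bead signal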
The depositor's hits bear a star.

Cc1nn(-c2ccccc2)c(C)c1NC(=O)COC(=O)c1cc([N+](=O)[O-])ccc1NCCO was read as CRFR2-BP antag 11, M4 PAM -7, CRFR2-BP ag -0.8, IDE inh 0, p-CIP stab down 7, GalR3 antag -1, IDE act 3, PHOSPHO1 block 48 and MEKK3 PB1 HTS 102.
`Cc1nc2ccc(C(=O)N3CCN(c4ccccc4)CC3)cc2s1` gave CRFR2-BP antag 9, M4 PAM 6, CRFR2-BP ag 1.9, IDE inh -1, p-CIP stab down 2, GalR3 antag 1, IDE act 4, PHOSPHO1 block -38 and MEKK3 PB1 HTS 99.
`COc1ccccc1NC(=O)C1CCCN(c2nc(C)cc(C)n2)C1` (stereo unspecified) gave CRFR2-BP antag 9, M4 PAM 17*, CRFR2-BP ag -0.1, IDE inh 4, p-CIP stab down -1, GalR3 antag -3, IDE act -1, PHOSPHO1 block 3 and MEKK3 PB1 HTS 90.
Screening COc1ccc(OC)c(C(=O)/C=C/c2ccccc2C(F)(F)F)c1 returned CRFR2-BP antag -20, M4 PAM -7, CRFR2-BP ag 4.8, IDE inh 5, p-CIP stab down 3, GalR3 antag -4, IDE act 2 and PHOSPHO1 block 48.
`C/C=C/C(=O)Nc1cccc(C(F)(F)F)c1` gave CRFR2-BP antag 10, M4 PAM 0, CRFR2-BP ag 1.6, IDE inh 7, p-CIP stab down -1, GalR3 antag -3, IDE act -1, PHOSPHO1 block -6 and MEKK3 PB1 HTS 99.
CC(=O)c1cccc(NC(=O)N2CCCC2C(=O)NCc2ccc(C)cc2)c1 (stereo unspecified) was read as CRFR2-BP antag 7, M4 PAM 4, CRFR2-BP ag 0.1, IDE inh 2, p-CIP stab down -5, GalR3 antag -5, IDE act 6, PHOSPHO1 block -10 and MEKK3 PB1 HTS 95.
For Cc1nn(-c2ccc(Cl)nn2)c(=O)c2ccccc12 the results were CRFR2-BP antag -7, M4 PAM 3, CRFR2-BP ag -2.6, IDE inh 4, p-CIP stab down -31, GalR3 antag -7, IDE act 0, PHOSPHO1 block 21 and MEKK3 PB1 HTS 100.
For CSc1ccc(CN(C)C(=O)C23CC4CC(CC(Cl)(C4)C2)C3)cc1 the results were CRFR2-BP antag 13, M4 PAM -13, CRFR2-BP ag 1.1, IDE inh 0, p-CIP stab down -12, GalR3 antag -10, IDE act 2, PHOSPHO1 block 12 and MEKK3 PB1 HTS 101.
For Cn1c(=O)c2c(nc(N/N=C3\CCCc4ccccc43)n2Cc2ccc(F)cc2)n(C)c1=O the results were CRFR2-BP antag -4, M4 PAM 1, CRFR2-BP ag 0.5, IDE inh 11, p-CIP stab down 2, GalR3 antag -2, IDE act 2, PHOSPHO1 block 4 and MEKK3 PB1 HTS 95.
Screening COc1ccc(C2/C=C\CN(Cc3ccco3)CC(=O)N2Cc2ccc(F)cc2)cc1 (stereo unspecified) returned CRFR2-BP antag -4, M4 PAM 4, CRFR2-BP ag -0.8, IDE inh -1, p-CIP stab down -5, GalR3 antag 7, IDE act 0, PHOSPHO1 block 26 and MEKK3 PB1 HTS 115.
For O=C(COc1ccc(Br)cc1)Nc1ccc2c(c1)C(=O)NC2=O the results were CRFR2-BP antag 6, M4 PAM -4, CRFR2-BP ag 1.0, IDE inh 6, p-CIP stab down 10, GalR3 antag -5, IDE act -1, PHOSPHO1 block 6 and MEKK3 PB1 HTS 93.
For CC(=O)Nc1ccc(S(=O)(=O)NCCC(=O)Nc2ccc(C)c(Cl)c2)cc1 the results were CRFR2-BP antag 3, M4 PAM 1, CRFR2-BP ag -1.4, IDE inh -2, p-CIP stab down -11, GalR3 antag -3, IDE act 1, PHOSPHO1 block -10 and MEKK3 PB1 HTS 91.
For CCn1c(Cc2ccccc2)nnc1SCC(=O)N1CCCC1=O the results were CRFR2-BP antag 15, M4 PAM 2, CRFR2-BP ag 0.1, IDE inh -2, p-CIP stab down -2, GalR3 antag 0, IDE act 4 and MEKK3 PB1 HTS 98.
For Cc1cc(C)n(-c2cc(O)c(-n3nc(C)cc3C)cc2O)n1 the results were CRFR2-BP antag -18, M4 PAM -4, CRFR2-BP ag 0.2, IDE inh 5, p-CIP stab down -13, GalR3 antag -7, IDE act -8, PHOSPHO1 block 37 and MEKK3 PB1 HTS 101.
Screening O=C(CSc1nnc(COc2ccc(Cl)cc2)o1)N(c1ccccc1)C1CCS(=O)(=O)C1 (stereo unspecified) returned CRFR2-BP antag -1, M4 PAM -2, CRFR2-BP ag -1.3 and GalR3 antag -8.
For CC(=O)Nc1ccc(S(=O)(=O)NCCC(=O)OCC(=O)N2CCN(C(=O)c3ccco3)CC2)cc1 the results were CRFR2-BP antag 11, M4 PAM -1, CRFR2-BP ag -0.6, IDE inh -2, p-CIP stab down -7, GalR3 antag 1, IDE act 1, PHOSPHO1 block -52 and MEKK3 PB1 HTS 104.
`C=CS(=O)(=O)N(Cc1ccccc1)[C@H](CO)CC(C)C` gave CRFR2-BP antag -5, M4 PAM 2, CRFR2-BP ag 1.1, GalR3 antag -7 and IDE act 1.
For Cc1[nH]c(C)c2c(=O)n(Cc3ccccc3Cl)ncc12 the results were CRFR2-BP antag -26, M4 PAM 4, CRFR2-BP ag -1.7 and GalR3 antag 0.
For O=C(O)c1ccc(S(=O)(=O)N2CCN(c3ccccn3)CC2)cc1 the results were CRFR2-BP antag 3, M4 PAM 2, CRFR2-BP ag 0.2, IDE inh 2, p-CIP stab down 4, GalR3 antag -8, IDE act 2, PHOSPHO1 block 9 and MEKK3 PB1 HTS 100.
`COCCN1Cc2cccc(C(=O)Nc3cc(C)cc(C)c3)c2C1=O` gave CRFR2-BP antag 11, M4 PAM -2, CRFR2-BP ag -1.5, IDE inh 1, p-CIP stab down -12, GalR3 antag 4, IDE act 2, PHOSPHO1 block 10 and MEKK3 PB1 HTS 97.
Cc1ccc(N=Cc2c(O)c3ccccc3n(C)c2=O)cc1 was read as CRFR2-BP antag 4, M4 PAM 7, CRFR2-BP ag 0.6, p-CIP stab down 10, GalR3 antag -7, IDE act 0 and MEKK3 PB1 HTS 94.
Screening C=CCOc1ccc(/C=C\c2nc(O)c([N+](=O)[O-])c(=O)[nH]2)cc1OC returned CRFR2-BP antag 16, M4 PAM -2, CRFR2-BP ag -0.4, p-CIP stab down -4, IDE act 0, PHOSPHO1 block 29 and MEKK3 PB1 HTS 108.
Screening CC(C)n1c(SCC(=O)N2CCN(C)CC2)nc2c1c(=O)n(C)c(=O)n2C returned CRFR2-BP antag -4, M4 PAM 6, CRFR2-BP ag 2.2, IDE inh -1, p-CIP stab down 4, GalR3 antag -7, IDE act 3, PHOSPHO1 block 36 and MEKK3 PB1 HTS 101.
Screening O=C(NC1CC1)c1cccc(NC(=O)c2cc(S(=O)(=O)N3CCOCC3)ccc2Cl)c1 returned CRFR2-BP antag 12, M4 PAM 0, CRFR2-BP ag -1.4, GalR3 antag 0 and IDE act 2.

Three entries picked at random from those above:
For O=C(O)c1ccc(S(=O)(=O)N2CCN(c3ccccn3)CC2)cc1 the results were CRFR2-BP antag 3, M4 PAM 2, CRFR2-BP ag 0.2, IDE inh 2, p-CIP stab down 4, GalR3 antag -8, IDE act 2, PHOSPHO1 block 9 and MEKK3 PB1 HTS 100.
`Cc1nc2ccc(C(=O)N3CCN(c4ccccc4)CC3)cc2s1` gave CRFR2-BP antag 9, M4 PAM 6, CRFR2-BP ag 1.9, IDE inh -1, p-CIP stab down 2, GalR3 antag 1, IDE act 4, PHOSPHO1 block -38 and MEKK3 PB1 HTS 99.
Screening C=CCOc1ccc(/C=C\c2nc(O)c([N+](=O)[O-])c(=O)[nH]2)cc1OC returned CRFR2-BP antag 16, M4 PAM -2, CRFR2-BP ag -0.4, p-CIP stab down -4, IDE act 0, PHOSPHO1 block 29 and MEKK3 PB1 HTS 108.

(listing goes on)
`C=CCn1c(SCc2csc(-c3ccc(Cl)cc3)n2)nnc1-c1ccccc1OC` gave CRFR2-BP antag 27, M4 PAM 1, CRFR2-BP ag 1.8, IDE inh 5, p-CIP stab down 4, GalR3 antag -5, IDE act 1, PHOSPHO1 block -26 and MEKK3 PB1 HTS 100.
`O=C(CCn1c(=O)c2cccn2c2ccc(F)cc21)NCCc1ccccc1` gave CRFR2-BP antag -16, M4 PAM 1, CRFR2-BP ag 1.3, IDE inh 2, p-CIP stab down 0, GalR3 antag -2, IDE act 8, PHOSPHO1 block 38 and MEKK3 PB1 HTS 101.
Screening O=C(CCc1nnc(C2CCCCC2)o1)NCc1cccc(-n2cccn2)c1 returned CRFR2-BP antag 0, M4 PAM 4, CRFR2-BP ag -2.4, IDE inh 2, p-CIP stab down 2, GalR3 antag 2, IDE act 5, PHOSPHO1 block 35 and MEKK3 PB1 HTS 108.
For CCN1C(=O)/C(=C/c2ccc(C)s2)NC1=S the results were CRFR2-BP antag 15, M4 PAM -2, CRFR2-BP ag -4.7, IDE inh -2, p-CIP stab down -1, GalR3 antag 6, IDE act -3, PHOSPHO1 block 76* and MEKK3 PB1 HTS 101.
`CCOc1ccccc1/C=N/NC(=O)c1c(C)nc2ccc(Br)cn12` gave CRFR2-BP antag -17, M4 PAM 2, CRFR2-BP ag -7.8, IDE inh 9, p-CIP stab down -7, GalR3 antag -5, IDE act -2, PHOSPHO1 block 39 and MEKK3 PB1 HTS 109.
For CCN(CC)c1ccc(C(=O)OCC(=O)Nc2ccc3[nH]c(=O)[nH]c3c2)cc1 the results were CRFR2-BP antag 15, M4 PAM -6, CRFR2-BP ag 0.5, IDE inh 8, p-CIP stab down -2, GalR3 antag -2, IDE act -3, PHOSPHO1 block 25 and MEKK3 PB1 HTS 93.
CN(Cc1ccc(F)cc1)Cc1nc(-c2ccccc2)no1 was read as CRFR2-BP antag 10, M4 PAM -9, CRFR2-BP ag 0.2, IDE inh 4, p-CIP stab down -6, GalR3 antag -9, IDE act 0, PHOSPHO1 block 40 and MEKK3 PB1 HTS 110.
For COc1ccc(NC(=O)CCn2nc(C)cc2C)cc1 the results were CRFR2-BP antag 7, M4 PAM 1, CRFR2-BP ag -1.7, IDE inh 1, p-CIP stab down 2, GalR3 antag -1, IDE act 4, PHOSPHO1 block 21 and MEKK3 PB1 HTS 92.
Cc1nc2ccc(S(=O)(=O)NC(C(=O)N3CCn4c3nc3ccccc34)C(C)C)cc2s1 (stereo unspecified) was read as CRFR2-BP antag -9, M4 PAM -1, CRFR2-BP ag -0.5, IDE inh 3, p-CIP stab down -4, GalR3 antag 0, IDE act 3, PHOSPHO1 block 0 and MEKK3 PB1 HTS 99.
For Cc1ccc2c(CC(=O)O)coc2c1 the results were CRFR2-BP antag 22, M4 PAM 10, CRFR2-BP ag 2.7, IDE inh -4, p-CIP stab down -4, GalR3 antag -2, IDE act 3, PHOSPHO1 block -3 and MEKK3 PB1 HTS 83.
For CC(=O)c1ccc(N2CCN(C(=O)CN(C)S(=O)(=O)c3cnc[nH]3)CC2)cc1 the results were CRFR2-BP antag -16, M4 PAM 2, CRFR2-BP ag -0.1, IDE inh -2, p-CIP stab down 4, GalR3 antag -4, IDE act 13, PHOSPHO1 block -1 and MEKK3 PB1 HTS 101.
Cc1ccc(NC(=O)Cn2nc(C(=O)Nc3ccc(C)cc3)ccc2=O)cc1 was read as CRFR2-BP antag 18, M4 PAM 7, CRFR2-BP ag -0.2, IDE inh 1, p-CIP stab down -4, GalR3 antag 1, IDE act 4, PHOSPHO1 block 48 and MEKK3 PB1 HTS 103.
`O=C(NNc1ccccc1)/C(=C\c1cccnc1)NC(=O)c1ccccc1` gave CRFR2-BP antag -1, M4 PAM -25, CRFR2-BP ag -4.0, IDE inh -6, p-CIP stab down -2, GalR3 antag -6, IDE act 1, PHOSPHO1 block -134 and MEKK3 PB1 HTS 105.
